# SENP7 block = blocks the human protease SENP7. recombinant SENP7, Z-RLRGG-aminoluciferin luminescence, 40 min. inhibition, % at 5 µM. 330,000 tested, 1.5% active;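 active = inhibition above about 50% at the single test dose, limit read from the data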;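 note: plate controls were DMSO with enzyme for no effect and no enzyme buffer wells for full effect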
# GRIN3A LBD mod = modulates the human NR3A ligand-binding domain; Tm shift relative to glycine control, % at 25 µM; NR3A LBD differential scanning fluorimetry, Tm shift; 0% = protein alone, 100% = glycine-bound protein; 340,000 tested, 2.5% active; AID 1259313;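 active = melting temperature shift of at least 10% of the positive control shift, at one fixed dose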
# ATG4B inhibitor = ATG4B (human) cysteine protease inhibition; Q9Y4P1; ATG4B cleavage of LC3-PLA2, NBD-HPC fluorescence, 1 h; AID 504462; inhibition, % at 8.33 µM; 340,000 tested, 0.51% active; in the data active = inhibition above about 40%
# Target sequence (Q9Y4P1 whole entry, looked up): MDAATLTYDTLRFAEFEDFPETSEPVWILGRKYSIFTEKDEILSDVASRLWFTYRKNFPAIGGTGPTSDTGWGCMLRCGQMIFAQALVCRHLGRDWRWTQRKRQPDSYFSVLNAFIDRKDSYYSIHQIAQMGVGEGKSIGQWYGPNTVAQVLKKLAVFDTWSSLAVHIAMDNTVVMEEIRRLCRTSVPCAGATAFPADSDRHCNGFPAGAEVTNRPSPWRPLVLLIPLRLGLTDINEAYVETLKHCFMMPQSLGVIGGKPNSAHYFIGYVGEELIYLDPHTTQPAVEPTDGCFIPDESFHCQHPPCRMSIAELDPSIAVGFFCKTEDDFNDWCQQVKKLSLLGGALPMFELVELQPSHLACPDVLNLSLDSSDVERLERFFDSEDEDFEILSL
# SENP6 block = blocks the human protease SENP6; 330,000 tested, 1.8% active; Recombinant SENP6 catalytic domain, aminoluciferin luminescence; inhibition, % at 10 µM; Q9GZR1;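 active = inhibition above about 50% at the single tested dose, limit read from the data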;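 note: plate controls were DMSO wells with enzyme for no effect and DMSO wells lacking enzyme for full effect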
# Target sequence (Q9GZR1 628-1112 limits assumed): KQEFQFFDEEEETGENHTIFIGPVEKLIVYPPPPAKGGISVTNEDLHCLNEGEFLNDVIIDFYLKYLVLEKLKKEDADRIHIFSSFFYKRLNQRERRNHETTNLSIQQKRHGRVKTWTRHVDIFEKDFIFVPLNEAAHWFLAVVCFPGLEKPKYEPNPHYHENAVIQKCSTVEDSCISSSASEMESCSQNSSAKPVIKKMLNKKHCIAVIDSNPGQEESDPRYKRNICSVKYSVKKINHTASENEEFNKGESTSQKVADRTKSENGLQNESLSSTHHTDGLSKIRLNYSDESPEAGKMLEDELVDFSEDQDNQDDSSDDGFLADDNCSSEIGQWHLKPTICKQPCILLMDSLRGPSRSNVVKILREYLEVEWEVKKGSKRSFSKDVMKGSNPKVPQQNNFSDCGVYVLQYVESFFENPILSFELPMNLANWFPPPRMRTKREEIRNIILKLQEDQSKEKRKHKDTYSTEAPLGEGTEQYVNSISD
# SENP8 block = blocks human SENP8 cleavage of Nedd8 substrate; recombinant SENP8, Nedd8 substrate fluorescence; inhibition, % at 20 µM; 360,000 tested, 0.64% active; Q96LD8; in the data active = inhibition mostly above about 40%, no sharp cut-off; inactive = mostly below about 27%
# MPTP block = inhibitors of mitochondrial permeability transition pore; inhibition, % at 10 µM; isolated mouse mitochondria, Ca2+ swelling absorbance, 30 min; 360,000 tested, 1.4% active;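 active = inhibition of 50% or more, scaled per plate between neutral and stimulator controls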;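 note: 0% = DMSO wells given calcium and 100% = 1 mM EGTA wells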
# PfGluPho inh = PfG6PD (Plasmodium falciparum) enzyme inhibition. PfGluPho enzyme, NADPH resazurin-diaphorase fluorescence. 350,000 tested, 0.78% active. inhibition, % at 20 µM. AID 504690;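 active = inhibition reaching at least a set limit at 20 µM in the primary screen, cut at about 59% in these data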;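 note: 0% = DMSO wells with substrate and 100% = DMSO wells lacking glucose-6-phosphate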
# HKDC1 inhibitor = inhibitors of human hexokinase HKDC1; AID 493160; 340,000 tested, 0.16% active; recombinant HKDC1, G6PDH/diaphorase resazurin coupled fluorescence; Q2TB90; inhibition, % at 20 µM;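 active = inhibition above about 35% when tested at 20 µM, limit read from the data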;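 note: plate controls were DMSO wells with enzyme for no effect and DMSO wells lacking enzyme for full effect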
#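 Assay system: recombinant HKDC1 hexokinase; detection: coupled resazurin fluorescence, excitation 525 nm, emission 613 nm; benchmarks: DMSO-plus-enzyme-mix negative control, buffer-substituted positive control; compound dosing: single 20 µM dose; schedule: 90 min at room temperature in dark; also added: glucose plus 1 mM ATP as hexokinase substrates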
# The depositor's hits bear a star; i = inactive; x = not tested or not shown.
Molecule	SENP7 block	GRIN3A LBD mod	ATG4B inhibitor	SENP6 block	SENP8 block	MPTP block	PfGluPho inh	HKDC1 inhibitor
COC(=O)c1cn(NC(=O)c2cccc(OC)c2)c(=O)c2ccccc12	-8	1	-1	-13	-2	0.5	-15	0
O=c1nc(C(F)(F)F)nc2ccccn12	3	1	-9	-8	11	-0.4	-6	-10
COc1ccc(CC(=O)NCc2nnc(SCCOc3ccccc3)n2C)cc1	3	-1	2	-1	9	-2.9	-9	-1
CCOP(=O)(c1ccc(N(C)C)cc1)C(O)c1ccncc1 (stereo not drawn)	-6	-1	3	-7	16	1.9	-2	-5
CS(=O)(=O)OCCCCOS(C)(=O)=O	0	0	-8	0	2	-2.3	13	3
O=C(COC(=O)/C=C/c1ccc(Cl)cc1Cl)NCCC1=CCCCC1	-11	7	-3	-27	17	-5.3	-13	7
Cc1cc(C)cc(Nc2cc(=O)n(C3CCCCC3)c(=O)[nH]2)c1	12	-3	25	33	19	32	-4	5
Cc1ccc(C)c(NC(=O)c2cc(C)nc3ccccc23)c1	0	-2	-7	5	10	1.2	6	-2
COc1ccc(-c2oc(NC(=O)CCl)c(C#N)c2-c2ccc(OC)cc2)cc1	-3	-2	13	5	-130	5.6	-30	46*
O=C(Nc1ccc2nsnc2c1)c1ccc2c(c1)OCO2	78*	14*	2	67*	-275	-0.5	26	-9
CN(C(=O)CSc1nnc(-c2c[nH]c3ccccc23)o1)C1CCS(=O)(=O)C1 (stereo not drawn)	-4	1	-7	19	-2	0.1	-10	1
Cc1ccccc1NC(=O)c1cc(S(=O)(=O)N2CCOCC2)cs1	9	1	-1	3	17	-4.0	-2	-5
CCOC(=O)c1c(C)[nH]c(C(=O)CN2C(=O)NC(C)(CC(C)C)C2=O)c1C (stereo not drawn)	10	1	8	-10	7	0.8	5	-9
COc1ccc(CN(C(=O)CN2C(=O)c3ccccc3S2(=O)=O)C(C(=O)NCC2CCCO2)c2ccncc2)cc1 (stereo not drawn)	-1	-3	-3	-17	20	-1.0	-4	-9
COc1cc(OC)cc(C(=O)OCC(=O)NC2CCCCCC2)c1	8	1	3	-4	6	-2.6	-6	-8

# Complete entries, looked up by structure. Order of screens: SENP7 block	GRIN3A LBD mod	ATG4B inhibitor	SENP6 block	SENP8 block	MPTP block	PfGluPho inh	HKDC1 inhibitor
# COC(=O)c1cn(NC(=O)c2cccc(OC)c2)c(=O)c2ccccc12 across the screens: -8	1	-1	-13	-2	0.5	-15	0
# O=C(COC(=O)/C=C/c1ccc(Cl)cc1Cl)NCCC1=CCCCC1 across the screens: -11	7	-3	-27	17	-5.3	-13	7
# COc1ccc(CN(C(=O)CN2C(=O)c3ccccc3S2(=O)=O)C(C(=O)NCC2CCCO2)c2ccncc2)cc1 (stereo not drawn) across the screens: -1	-3	-3	-17	20	-1.0	-4	-9

# New compounds follow.
Molecule	SENP7 block	GRIN3A LBD mod	ATG4B inhibitor	SENP6 block	SENP8 block	MPTP block	PfGluPho inh	HKDC1 inhibitor
COc1ccccc1CNC(=O)Cc1csc(NC(=O)Nc2ccccc2OC)n1	-6	-9	4	-12	0	-3.1	4	0
Cc1nc2ccc(NC(=O)N3CCC(c4ccccc4)C3)cc2nc1C (stereo not drawn)	5	1	-2	2	-423	1.4	1	-3
CCc1ccc(/C=C(\Cl)c2nc3cc(Cl)ccc3c(=O)[nH]2)cc1	2	-5	12	12	-44	1.7	-5	-7
CCCS(=O)(=O)c1nc(S(=O)(=O)c2ccc(C)cc2)c(N2CC(C)OC(C)C2)s1 (stereo not drawn)	1	-1	5	7	6	-0.5	-3	-1
COc1cc(/C=C(\C#N)C(=O)Nc2ccccc2C(=O)O)cc(Cl)c1OC	1	-5	12	-8	12	-0.8	-17	2
Cc1ccc(S(=O)(=O)NCCC(=O)NNC(=O)C2COc3ccccc3O2)cc1 (stereo not drawn)	12	0	-1	-8	13	0.8	-15	-3
CCOc1ncccc1C(=O)Nc1cc(C(F)(F)F)ccc1N1CCOCC1	8	-1	6	-2	-112	-0.3	3	-1
c1ccc(-c2nc(CSc3nnnn3-c3ccccc3)cs2)cc1	-1	1	-4	-13	7	0.1	1	7
Cc1cc(SCC#N)n2nc(C)c(-c3ccccc3)c2n1	-3	1	10	-4	2	2.8	-12	-1
COc1ccc(CCNC(=O)c2ccc(OC)c(OC)c2)cc1OC	0	0	7	3	5	0.4	-10	-5
Cc1cccc(OC(=O)n2c(=S)oc3cc(Cl)ccc32)c1	x	1	0	x	7	5.3	-5	6
O=C(O)/C=C/C(=O)NC1CC1	4	0	5	-2	8	-0.5	-7	-9
Cc1cc(C)cc(COn2ccnc2)c1	0	0	0	8	26	3.3	-17	-7
Cc1cc(NS(=O)(=O)c2ccc(NC(=O)Cc3ccc([N+](=O)[O-])cc3)cc2)no1	-8	-6	3	-17	5	-0.6	-23	-4
COc1ccccc1CNC(=O)c1cc(-c2ccccc2C)n(CC2CC(c3cccc([N+](=O)[O-])c3)=NO2)n1 (stereo not drawn)	-3	2	15	0	0	0.2	6	-3
O=C(NCc1ccco1)C1CCCN1S(=O)(=O)c1ccccc1C(F)(F)F (stereo not drawn)	5	-2	4	0	13	0.7	13	5
CC(C)Oc1ccc(C(=O)NCCCNC(=O)c2ccccn2)cc1	-5	0	-17	-16	1	-1.1	-13	-7
Cc1csc(NC(=O)CSc2nnc(-c3ccoc3C)n2Cc2ccco2)n1	7	-6	-8	-6	14	-0.1	-3	-1
CCOC(=O)C1(Cc2cccc(Cl)c2)CCCN(C(=O)c2cc(CC)on2)C1 (stereo not drawn)	-4	0	0	10	3	1.0	4	-1
COc1ccc(N(Cc2nnc3n2CCCCC3)C(=O)Nc2ccccc2)cc1	3	1	-2	-6	10	-0.5	-13	-5
Cc1ccc(-n2ncc3c(SCC(=O)NNC(=O)c4ccco4)ncnc32)cc1	12	-5	-2	17	-30	-0.3	-29	-2
O=c1[nH]c(CSc2nnc(NCCCN3CCOCC3)s2)nc2cc(Cl)ccc12	3	0	-5	12	7	-3.2	-15	2
Cc1onc(-c2ccccc2)c1-c1ccc(S(N)(=O)=O)cc1	-9	1	1	-12	-1	-1.8	-1	-5
CC(C)c1ccc(S(=O)(=O)c2ccc(NN)cc2)cc1	6	-1	-4	11	-27	0.5	-29	14
COc1cccc(C2CC(C(F)(F)F)n3ncc(C(=O)NC(C)(C)C)c3N2)c1 (stereo not drawn)	0	-1	-14	4	14	-0.7	8	3
O=C(Cc1c(F)cccc1Cl)NCC1CCCO1 (stereo not drawn)	8	0	-6	-60	2	0.8	-7	-7
O=C(Nc1cccc(C(F)(F)F)c1)N1CCC(c2nc(-c3ccc(F)cc3)no2)CC1	1	21*	9	-9	-3	77*	10	3
CCOC(=O)/C(C#N)=C/c1cn(CCOc2ccc(OC)cc2)c2ccccc12	7	-12	-8	-2	2	5.2	4	-1
CCC(=O)NC(Nc1c(C)n(C)n(-c2ccccc2)c1=O)C(Cl)(Cl)Cl (stereo not drawn)	4	-2	1	-30	10	1.7	-14	-11
CCN(CC)CCCn1c2c(c(SCC(=O)Nc3cccc4ccccc34)nc1=O)CCC2	9	0	-6	-8	-150	-3.1	-12	8
COc1ccc(-c2c(-c3cc(OC)cc(OC)c3)n(C)c3ccc(-c4ccc5c(c4)OCCO5)cc23)cc1	-4	-2	9	6	i	1.7	-16	3
Cn1cnnc1SC/C(O)=C(\C#N)c1nc2ccccc2[nH]1	1	0	0	-1	-21	0.6	-15	12
O=C(c1cc2ccccc2o1)N1CCN(Cc2ccc3c(c2)OCO3)CC1	4	-1	5	-15	11	-0.8	-8	1
Cc1ccc2[nH]c(C(=O)NCCN3CCCC3)cc2c1	-6	0	4	4	-88	-0.2	-15	-4
OCCC1CN(CCCn2cccn2)CCN1C1CCCCC1 (stereo not drawn)	x	1	-17	x	32	-0.3	6	-5
Nc1nnc(SCCOc2ccccc2)s1	5	1	0	-13	18	-0.9	-4	-10
COc1ccc(NC(=O)CSc2nc(SC)ns2)c(OC)c1	10	2	-4	-2	14	-2.2	-1	-5
Cc1ccc(NC(=O)CN(C)C(=O)c2ccc(Br)o2)cc1	3	-2	3	-19	-3	0.2	-23	-5
Cc1nn(C)c(C)c1S(=O)(=O)N1CCCC(C(=O)NCC2COc3ccccc3O2)C1 (stereo not drawn)	0	-1	1	1	24	0.2	-3	-4
COc1ccccc1NC(=O)C(C)Nc1ccc(C)c(Cl)c1 (stereo not drawn)	-12	-1	3	4	-34	-0.4	11	-1
Cc1ccc(-n2c(SCC(=O)Nc3cc(C)on3)nc3c(c2=O)SC(C)C3)cc1 (stereo not drawn)	-1	-1	-5	-4	20	-0.4	84*	0
Cc1ccc(Cl)cc1N1CCN(S(=O)(=O)c2c(C)nc3scc(C)n3c2=O)CC1	0	-7	-12	-11	-197	0.7	-2	-1
Cc1ccc(S(=O)(=O)C2(C(=O)N3CCN(C4CCCCC4)CC3)CC2)cc1	1	-3	5	-16	10	-0.1	-16	2
Cc1ccc(CNC(=O)CCS(=O)(=O)c2ccc3c(c2)NC(=O)CO3)cc1	4	-3	-5	4	18	-0.6	6	-6
O=C(O)CCC(=O)Nc1cccc2cccnc12	1	-1	4	1	6	-0.6	-14	10
CCn1c(=O)c(C(=O)Nc2ncccc2C)c(O)c2ccccc21	1	0	-4	11	-17	-0.5	12	-2
Cc1nn(Cc2ccccc2)c(C)c1NC(=O)CSc1nc2c(c(C(F)(F)F)n1)CCc1ccccc1-2	-2	-1	-1	-2	22	0.4	0	6
CCCC[C@@H]1CNC(=O)C(=O)N1CC(C)(C)C	-5	3	-10	3	12	-0.5	2	1
Cc1ccc2c(c1)CCCN2C(=O)c1cc(C)c(C)s1	5	3	14	-19	4	-0.6	3	4
COCCSc1nnc(NC(=O)c2cc(C(=O)OC)cc([N+](=O)[O-])c2)s1	1	-8	-6	-6	17	1.6	-10	16
CCOc1cc(NC(=O)c2ccco2)c(OCC)cc1NC(=O)c1cc(OC)c(OC)c(OC)c1	-5	1	-13	-6	-70	1.6	-4	1
CCNc1nc(NC(C)C)nc(NS(=O)(=O)c2ccc(C)cc2)n1	8	-2	7	11	3	-0.8	54	3
CC(=O)Nc1sc(N/N=C/c2ccc(O)cc2)nc1-c1ccc(C)cc1	4	0	-13	-1	-181	1.1	25	1
Cc1cccc(C)c1NC(=O)CNC(=O)c1ccc2ccccc2n1	-3	0	-7	-10	5	-0.2	2	0
Cc1cccc(N=C2NC(=O)c3cc([N+](=O)[O-])ccc32)c1	1	-1	-5	-4	21	4.0	-1	-2
COCCC(=O)N1CCCC(C(=O)c2ccc(C(F)(F)F)cc2)C1 (stereo not drawn)	-5	0	1	24	-3	1.5	-13	-7
c1ccc(CSc2nnc(-c3ccco3)n2Cc2ccccc2)cc1	-4	0	36	-12	13	-1.3	4	5
COc1cc(OC)cc(-c2c(-c3cccs3)c3cc(-c4ccc(CN5CCOCC5)cc4)ccc3n2C)c1	8	-5	-13	2	-494	1.1	7	6
COc1ccc(C2N(c3ccc(F)cc3)C(=O)C3CCCN32)cc1 (stereo not drawn)	-3	-1	-4	6	5	-0.8	-4	-4
Cc1ccc(OCCn2c(=O)cnc3ccccc32)cc1	0	1	-9	-15	-131	3.2	15	-5

# Further records
Molecule	SENP7 block	GRIN3A LBD mod	ATG4B inhibitor	SENP6 block	SENP8 block	MPTP block	PfGluPho inh	HKDC1 inhibitor
CCOc1cc2[nH]c(=S)n(CCN3CCCCC3C)c(=O)c2cc1OCC (stereo not drawn)	0	1	4	14	11	1.2	15	4
CN1CC(=O)N2[C@H]3c4ccccc4OC[C@@H]3[C@H](c3ccccc3)[C@]2(C)C1=O	0	2	1	6	15	-1.3	9	-2
O=C(CNC(=O)c1ccccc1F)N/N=C/c1cc(Br)ccc1OC(=O)/C=C/c1ccco1	4	-25	-12	-11	-11	1.2	20	2
COc1cccc(CNc2ccc(S(=O)(=O)N3CCCC3)cn2)c1	3	1	0	-4	0	0.2	15	-3

# Screening results as filed in PubChem.
